# RGS4 act: RGS4 potentiators or activators, primary screen, cell-based, HEK293 M3R inducible RGS4, calcium flux. carbachol calcium flux Fluo4; hits give low values. B-score at 10 µM. 310,000 tested, 0.92% active;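 active means B-score of the integrated calcium signal more than 4 SD below the library mean, with starting fluorescence not abnormally high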;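 further: negative B-score means reduced calcium response which marks RGS4 activation or potentiation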
#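 test system = M3R-expressing HEK293 line, RGS4 induced by doxycycline | probe or stimulus = carbachol at ECmax as muscarinic agonist stimulus | timing = dye loading 30 min 37 °C, buffer rest 30 min RT | signal = calcium dye Fluo4 fluorescence | evaluation = B score from integrated fluorescence ratio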
# hERG rescue: hERG rescue from dofetilide block, primary screen, cell-based, CHO-hERG, FluxOR thallium flux, dofetilide IC70; Voltage-gated inwardly rectifying potassium channel KCNH2 (Homo sapiens), Q12809; dofetilide IC70 present; activation (rescue from dofetilide block), less the hit threshold, % at 10 µM; 310,000 tested, 0.51% active; AID 1511, 2009;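 active means activation above the mean of controls blocked by dofetilide plus 5 SD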;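 further: thallium influx through hERG after potassium depolarization seen as dye fluorescence rise; in these data hits start at about 4.7%; inactives centre near -7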
# KCNQ1 act: potentiators or activators of KCNQ1 channel, primary screen, cell-based, thallium flux, high-throughput; Potassium voltage-gated channel subfamily KQT member 1 (Homo sapiens), P51787; CHO-K1 KCNQ1, thallium flux FluxOR fluorescence; hits give high values; B-score at 10 µM; 310,000 tested, 0.35% active; AID 2648, 2010;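 active means fluorescence ratio B-score, a plate-corrected score, at least three library SD, with initial intensity B-score within 5 SD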
# Target sequence (P51787 whole entry, looked up): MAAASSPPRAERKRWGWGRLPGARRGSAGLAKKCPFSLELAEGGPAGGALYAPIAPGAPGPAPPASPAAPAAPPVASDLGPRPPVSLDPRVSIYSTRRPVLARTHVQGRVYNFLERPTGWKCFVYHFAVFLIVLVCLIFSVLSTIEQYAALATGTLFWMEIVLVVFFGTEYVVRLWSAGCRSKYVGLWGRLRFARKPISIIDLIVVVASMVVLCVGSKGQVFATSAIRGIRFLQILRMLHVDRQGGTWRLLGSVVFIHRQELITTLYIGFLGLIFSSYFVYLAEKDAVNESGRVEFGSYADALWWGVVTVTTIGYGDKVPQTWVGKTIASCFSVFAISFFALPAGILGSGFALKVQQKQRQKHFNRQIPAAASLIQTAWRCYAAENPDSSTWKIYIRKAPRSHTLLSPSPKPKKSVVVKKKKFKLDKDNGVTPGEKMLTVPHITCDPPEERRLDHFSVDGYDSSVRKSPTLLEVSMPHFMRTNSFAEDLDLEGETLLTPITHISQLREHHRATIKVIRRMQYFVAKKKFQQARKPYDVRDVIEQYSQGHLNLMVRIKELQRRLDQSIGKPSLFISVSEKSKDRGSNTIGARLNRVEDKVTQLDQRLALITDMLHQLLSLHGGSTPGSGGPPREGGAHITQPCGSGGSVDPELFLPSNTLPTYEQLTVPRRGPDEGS
#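 assay system = KCNQ1-transfected CHO-K1 cells | medium = assay buffer with matched DMSO | probe or stimulus = depolarizing K+/Tl+ stimulus, K2SO4 and Tl2SO4 each 12.5 mM in 5x stock | dosing = single dose | incubation = dye 90 min, compound 20 min, room temperature | detection = kinetic FluxOR fluorescence, 10 s baseline plus 110 s post-stimulus | evaluation = ratio B score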
# RGS4 block: RGS4 inhibitors, primary screen, cell-based, HEK293 M3R inducible RGS4, calcium flux. Regulator of G-protein signaling 4 (Homo sapiens), P49798. AID 463165, 2010. 310,000 tested, 0.45% active. Fluo-4 calcium flux; hits give high values; triggered by carbachol at its EC20. B-score at 10 µM;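 active means B-score, a plate-corrected calcium signal, over three deviations above library mean, with baseline fluorescence within five deviations of library mean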;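 further: RGS4 expression induced by doxycycline in cells with stable M3 receptor; B-score is computed from the integrated fluorescence ratio over baseline after carbachol; higher B-score means a larger calcium signal and so more RGS4 inhibition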
# TMEM16A act: TMEM16A chloride channel activators or potentiators, primary screen, cell-based, HTS; Anoctamin-1 (Mus musculus), Q8BHY3; HEK293 TMEM16A/YFP-H148Q/I152L, iodide quench fluorescence; hits give low values; B-score at 10 µM; 340,000 tested, 0.3% active;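 active means fluorescence-ratio B-score plate-corrected deviation score at least 3 library SD below zero, with starting fluorescence score within 5 deviations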;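 further: channel opened by trigger with iodide after compound preincubation; score built on the fluorescence ratio of max minus min over baseline; more negative score means more quench and so TMEM16A activation or potentiation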
# KCNK9 inh: KCNK9 potassium channel inhibitors, primary screen, HEK293 cells, thallium flux; Potassium channel subfamily K member 9 (Homo sapiens), Q9NPC2; FluxOR thallium flux fluorescence; hits give low values; B-score at 10 µM; 310,000 tested, 1.2% active;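 active means ratio B-score over 3 SD below the library mean, with starting fluorescence within 5 SD of its mean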;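 further: negative B-score means less thallium flux so channel inhibition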
# KCNK3 block: human KCNK3 channel inhibitors, primary screen, CHO cells, FluxOR thallium flux, B-score; Potassium channel subfamily K member 3 (Homo sapiens), O14649; FluxOR fluorescence; hits give low values; B-score at 10 µM; 340,000 tested, 0.84% active; AID 602410, 2012;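 active means B-score under library mean minus 4 SD, starting fluorescence ratio at most library mean plus 5 SD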;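 further: more negative B-score means stronger inhibition of thallium flux through KCNK3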
# Target sequence (O14649 whole entry, looked up): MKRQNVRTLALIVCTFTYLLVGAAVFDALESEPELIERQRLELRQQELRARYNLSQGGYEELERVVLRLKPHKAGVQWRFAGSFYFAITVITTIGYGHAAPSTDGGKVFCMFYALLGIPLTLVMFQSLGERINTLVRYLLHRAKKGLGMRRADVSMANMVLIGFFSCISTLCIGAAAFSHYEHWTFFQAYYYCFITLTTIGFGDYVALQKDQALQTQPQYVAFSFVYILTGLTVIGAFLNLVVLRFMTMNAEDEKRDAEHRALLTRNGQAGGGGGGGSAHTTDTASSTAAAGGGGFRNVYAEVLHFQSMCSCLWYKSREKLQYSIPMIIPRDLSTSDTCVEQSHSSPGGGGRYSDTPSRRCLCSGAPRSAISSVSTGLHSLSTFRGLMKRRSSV
# MrgX1 ag: agonists of human MrgX1 receptor, primary screen, HEK293 cells, Fluo-4 calcium flux. Fluo-4 calcium fluorescence, agonist mode; hits give high values. 310,000 tested, 0.44% active. Mas-related G-protein coupled receptor member X1 (Homo sapiens), Q96LB2. AID 588627, 2011. B-score at 10 µM;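 active means calcium response B-score plate-corrected fluorescence ratio at least 3 library SD, with starting fluorescence B-score inside 5 SD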
#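 Material: MrgX1-expressing HEK293 cells; input: 15,000 cells per well; doses: test compound given as first of three sequential additions; schedule: overnight plating before 1 h dye loading; technique: Fluo-4 NW calcium-flux fluorescence, kinetic read; evaluation: baseline-normalised fluorescence change ratio, B-scored; control set: plate-wise positive and negative controls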
# KCNQ1 block: inhibitors of human KCNQ1 channel, primary screen, cell-based, thallium flux, high-throughput; Potassium voltage-gated channel subfamily KQT member 1 (Homo sapiens), P51787; CHO-K1 KCNQ1, FluxOR thallium flux fluorescence; hits give high values; B-score at 10 µM; 310,000 tested, 1.3% active; AID 2642, 2010;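 active means compounds whose thallium flux B-score, printed positive for inhibition, exceeds three library SD while starting fluorescence stays within three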;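 further: channel opened by potassium depolarization with thallium stimulus after 20 min compound exposure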
# MrgX1 allo act: positive allosteric modulators of MrgX1, primary screen, HEK293 cells, Fluo-4 calcium flux. Mas-related G-protein coupled receptor member X1 (Homo sapiens), Q96LB2. FDSS; hits give high values. B-score at 10 µM. 310,000 tested, 0.63% active. AID 588675, 2011;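 active means plate-corrected calcium response at least 3 library SD above typical, normal starting fluorescence, not activating the receptor alone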;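 further: compound read alongside a low EC10 to EC30 dose of BAM8-22 agonist; peak minus trough fluorescence over baseline measured at the second addition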
# TMEM16A inh: TMEM16A chloride channel inhibitors, primary screen, cell-based, HTS | Anoctamin-1 (Mus musculus), Q8BHY3 | HEK293 TMEM16A/YFP iodide influx fluorescence, ionomycin | normalized B-score (activity score, 25-100; higher = stronger inhibition) at 10 µM | 310,000 tested, 1.2% active | AID 588511, 2011;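 active means ratio plate-corrected score three or more library SD toward inhibition, starting fluorescence score within five deviations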;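 further: score derived from kinetic fluorescence span divided by baseline fluorescence per well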
# An asterisk follows results filed as active; i = inactive; x = no result given.
SMILES,RGS4 act,hERG rescue,KCNQ1 act,RGS4 block,TMEM16A act,KCNK9 inh,KCNK3 block,MrgX1 ag,KCNQ1 block,MrgX1 allo act,TMEM16A inh
O=C(C1=NN[C@@H]2C(=O)N(c3cccc(C(F)(F)F)c3)C(=O)[C@H]12)c1ccc2ccccc2n1,i,-6.3,i,i,i,i,i,i,i,i,i
COC(C/C=C/[C@H](O)COCc1ccccc1)OC,i,-6.9,i,i,i,i,i,x,i,x,x
COc1ccccc1CC(=O)N1CCCC(CCC(=O)NCc2ccccc2F)C1 (stereo not drawn),i,-7.2,i,i,i,i,i,i,i,i,i
Cc1ccccc1Cn1cc(CCC(=O)N2CCOCC2)c2ccccc21,i,-5.7,i,i,i,i,i,i,i,i,i
Cc1ccccc1NC(=O)Cc1cccs1,i,-0.6,i,i,i,i,i,i,i,i,i
COc1ccc(CNC(=O)C2CCCN2C(=O)NC2CCCCC2)cc1 (stereo not drawn),i,-9.9,i,i,i,i,i,i,i,i,i
Cc1ccc(C(=O)Nc2ccncc2)c(C)c1,i,0.0,i,i,i,i,i,i,i,i,i
COc1ccc(/C=N/NC(=O)Nc2cccc3nsnc23)cc1OC,i,-13.4,i,i,i,-6.58*,i,i,i,i,i
Cc1nc2c(C(=O)NCc3cccs3)cnn2c(C)c1Cc1ccccc1,i,-5.7,i,i,x,i,x,i,i,i,i
Cc1cccc2cc(CN(CC3CCCO3)C(=O)c3ccco3)c(=O)[nH]c12 (stereo not drawn),i,-2.4,i,i,x,i,i,i,i,i,i
Cn1c(SCC(=O)NC2CCCCC2)nnc1-c1ccccc1F,i,-2.9,i,i,i,i,i,i,i,i,i
CCc1ccc(N(C(=O)c2csnn2)C(C(=O)NC(C)(C)CC)c2ccccn2)cc1 (stereo not drawn),i,-10.0,i,i,i,i,i,i,i,i,i
COC(=O)COc1ccc(S(=O)(=O)NCCC2=CCCCC2)cc1C,i,-13.8,i,i,i,i,i,i,i,i,i
CCCn1c(CCc2ccccc2)n[nH]c1=S,i,-4.6,i,i,i,i,i,i,i,i,i
COc1ccccc1C(=O)N/C(=C/c1ccc(Br)cc1)C(=O)NCCO,i,-2.0,i,i,i,i,i,i,i,i,i
CC(=O)NCCc1nc2ccccc2n1Cc1cc(C)ccc1C,i,-7.6,i,i,i,i,i,i,i,i,i
CCc1cc(=O)oc2cc(C)cc(OC(=O)c3ccco3)c12,i,-0.6,i,i,i,i,i,i,i,i,i
O=c1[nH]c(-c2ccc(Cl)cc2)cs1,i,-2.5,i,i,i,i,i,i,i,i,i
Cc1ccc(Cl)cc1NC(=O)CC(O)(C(F)(F)F)C(F)(F)F,i,-18.4,i,i,i,-19.2*,i,29.4*,8*,i,100*
CC(=O)c1cccc(-n2nnnc2SCC(=O)NNC(=O)C2CCCCC2)c1,i,-10.0,i,i,i,i,i,i,i,i,i
C=CCn1c(-c2ccc(OC)cc2)csc1=Nc1c(C)n(C)n(-c2ccccc2)c1=O,i,-6.3,i,i,i,i,i,i,i,i,i
Cn1c(C(=O)O)c(CC(=O)Nc2ccc3c(c2)OCCO3)c2ccccc21,i,-4.2,i,i,i,i,i,i,i,i,i
COc1ccc(NC(=O)CN(C)C(=O)CCc2nc3cc(S(=O)(=O)N4CCOCC4)ccc3n2C)cc1,i,-15.8,i,i,i,i,i,i,i,i,i
Cc1ccc(/C=N\NC(=O)c2csnn2)cc1,i,-7.1,i,i,i,i,i,i,i,i,i
NC(=O)CC(NC(=O)c1ccccc1)c1ccc(NCc2ccccn2)c([N+](=O)[O-])c1 (stereo not drawn),i,-1.4,i,i,i,i,i,i,i,i,i

# (more compounds)
SMILES,RGS4 act,hERG rescue,KCNQ1 act,RGS4 block,TMEM16A act,KCNK9 inh,KCNK3 block,MrgX1 ag,KCNQ1 block,MrgX1 allo act,TMEM16A inh
CC(=O)OC(C[N+]1(C)CCCCCC1)c1ccccc1 (stereo not drawn),-7.01*,-1.7,i,i,i,i,i,i,i,i,i
COc1cccc2sc3ccc(C#CC4(O)CCCCC4)cc3c(=O)c12,i,-17.0,i,i,i,i,i,i,i,i,i
COc1ccc(NS(=O)(=O)c2cccc(C(=O)N/N=C/c3ccccn3)c2)cc1,i,-16.9,i,i,i,i,i,i,i,i,i
COc1ccc(N(CC(=O)Nc2cc(Cl)ccc2C)S(=O)(=O)c2c(C)n[nH]c2C)cc1,i,-12.7,i,i,i,i,i,i,i,i,i
O=Cc1c(NCCc2ccc(F)cc2)c2ccccc2[nH]c1=O,i,-3.6,i,i,i,i,i,i,i,i,i
COc1ccc(OC)c(-c2cc(C(=O)Nc3c(C)n(C)n(-c4ccccc4)c3=O)no2)c1,i,-13.9,i,i,i,i,i,i,i,i,i
CCC(C(=O)Nc1cc(C)on1)c1ccccc1 (stereo not drawn),i,-6.5,i,i,i,i,i,i,i,i,i
COc1ccccc1C(=O)NNC(=O)c1ccc(F)cc1,i,-11.5,i,i,i,i,i,i,i,i,i
CC[C@@H]1CC=C[C@H]2[C@H]1C(=O)N(Cc1ccccc1)[C@H]2c1ccoc1,i,-28.9,i,i,i,i,i,i,9*,i,100*
CCOC(=O)c1[nH]nc(-c2c(O)cc(C)cc2O)c1-c1csc(C)n1,i,-10.6,i,i,i,i,i,i,i,i,i
Cc1nn2c(nc1=O)SCC(c1ccccc1)=N2,i,-4.6,i,i,i,i,i,i,i,i,i
COc1ccc2cc3cc(C(=O)NCCCN4CCC(C)CC4)oc3nc2c1,i,-6.6,i,i,i,i,i,i,i,i,i
O=C(O)/C=C/C(=O)NNC(=O)c1cc(-c2ccccc2)n[nH]1,i,-8.7,i,i,i,i,i,i,i,i,i
COc1cccc(CN(C)C(=O)C(CCSC)NS(=O)(=O)c2ccc3c(c2)OCCO3)c1OC (stereo not drawn),i,-19.2,i,i,i,i,i,i,i,i,i
CCN(Cc1cc(=O)[nH]c2ccccc12)C(=O)c1ccc(C)cc1,i,-8.4,i,i,i,i,i,i,i,i,i
CCOc1ccc(-n2c(=O)c3sccc3n(CC(=O)NCC3CCCO3)c2=O)cc1 (stereo not drawn),i,-9.1,i,i,i,i,i,i,i,i,i
Cn1c(=O)c2c(ncn2CC(=O)N/N=C/C(Br)=C/c2ccccc2)n(C)c1=O,i,-7.0,i,i,i,i,i,i,i,i,i
CC1=C(/C=C/C(=O)O)C(C)(C)CCC1,i,2.7,i,i,i,i,i,i,i,i,i
CC1CCN(S(=O)(=O)c2ccccc2[N+](=O)[O-])CC1,i,-8.4,i,i,i,i,i,i,i,i,i
CC1(C)C(=O)OC(c2ccco2)C(C)(C)C1=O (stereo not drawn),i,-4.4,i,i,i,i,i,i,i,i,i
CCOc1ccc(S(=O)(=O)N2CCN(Cc3ccc4c(c3)OCO4)CC2)cc1OCC,i,-13.1,i,i,i,i,i,i,i,i,i
C=CCNc1nnc(Cc2ccc(F)cc2)c(=O)[nH]1,i,-3.5,i,i,i,i,i,i,i,i,i
CC(C)c1nc2cc(C(=O)NC(C)c3cnn(C)c3)ccc2o1 (stereo not drawn),i,-4.0,i,i,i,i,i,i,i,i,i
Cn1c(Cn2c(=O)sc3ccccc32)nnc1SCC(=O)NCc1ccc2c(c1)OCO2,i,-2.6,i,i,i,i,i,i,i,i,i
COc1ccc(CN2CCC(=O)N(CCO)CC2)cc1OC,i,-9.0,i,i,i,i,i,i,i,i,i

# Additional structures:
SMILES,RGS4 act,hERG rescue,KCNQ1 act,RGS4 block,TMEM16A act,KCNK9 inh,KCNK3 block,MrgX1 ag,KCNQ1 block,MrgX1 allo act,TMEM16A inh
CS(=O)(=O)N(Cc1ccc(C(=O)NCCSCc2ccco2)cc1)c1ccccc1,i,-14.5,i,i,i,i,i,i,i,i,i
C=CCNC(=S)/N=c1/ccccn1C,i,-6.5,i,i,i,i,i,i,i,i,i
CS(=O)(=O)Cc1ccc(C(=O)NC2CCSc3ccccc32)cc1 (stereo not drawn),i,-12.0,i,i,i,i,i,i,i,i,i
O=C(c1cnc(N2CCN(c3ncccn3)CC2)c2ccccc12)N1CCN(c2ccccn2)CC1,i,2.8,i,i,i,i,i,i,i,i,i
c1ccc(C2COC(c3cccs3)=N2)cc1 (stereo not drawn),i,-7.5,i,i,i,i,i,i,i,i,i
CO/N=C/CC(=O)c1ccc([N+](=O)[O-])c(CS(=O)(=O)c2ccc(Cl)cc2)c1,i,-2.2,i,i,i,i,i,i,i,i,i
COc1cccc(-c2cc(C(=O)Nc3cc(C)nn3-c3ccccc3)no2)c1,i,-11.6,i,i,i,i,i,i,i,i,i
COc1ccc(CCNC(=O)C(CC(C)C)NC(N)=O)cc1 (stereo not drawn),i,-6.2,i,i,i,i,i,i,i,i,i
O=C(Cn1[nH]c(=O)c2ccccc2c1=O)Nc1cccc(S(=O)(=O)N2CCCCCC2)c1,i,-10.1,i,i,i,i,i,i,i,i,100*
COc1cccc(C2=CC(c3ccccc3)n3ncnc3N2)c1 (stereo not drawn),i,-12.4,i,i,x,i,x,i,i,15.4*,i
O=C(N/N=C/c1cccc2ccccc12)c1cccc(F)c1,i,-7.0,i,i,i,i,i,i,i,i,i
COc1ccc(C(=O)N2CCCN(C)CC2)cc1S(=O)(=O)N1CCCc2ccccc21,i,-12.2,i,i,i,i,i,i,i,i,i
Cc1ccc(C(=O)OCC(=O)NNC(=O)c2ccccc2)c(O)c1,i,-11.5,i,i,i,i,i,i,i,i,i
